# From PubChem BioAssay
# CIT2 TOR yeast: modulators of CIT2-GFP expression in yeast, primary screen, S. cerevisiae, GFP fusion, multiplex flow cytometry, MLPCN library; 0.065% of 320,000 active; AID 2029, 2009; S. cerevisiae CIT2-GFP strain, 3 h; 100 means same as DMSO wells; GFP response vs DMSO, % at 10 µM;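 active means GFP response relative to DMSO above a set limit, near the screen mean plus 3 SD, cut at about 150% in these data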;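 further: ratio of well median GFP fluorescence to mean of DMSO wells on the plate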
# proCasp3 act: activators of human procaspase-3 D3A mutant, primary screen, biochemical, absorbance, PC-3 D3A mutant, single concentration. Caspase-3 (Homo sapiens), P42574. recombinant procaspase-3 D3A, Ac-DEVD-pNA absorbance 405 nm. activation, % at 8.5 µM. 0.11% of 330,000 active;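 active means activation above the mean of all tested compounds plus 3 SD, cut at about 21% in these data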;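 further: 0% = DMSO alone and 100% = DMSO wells spiked with extra 5 µM PC-3 D3A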
# Target sequence (P42574 whole entry D9A/D28A/D175A): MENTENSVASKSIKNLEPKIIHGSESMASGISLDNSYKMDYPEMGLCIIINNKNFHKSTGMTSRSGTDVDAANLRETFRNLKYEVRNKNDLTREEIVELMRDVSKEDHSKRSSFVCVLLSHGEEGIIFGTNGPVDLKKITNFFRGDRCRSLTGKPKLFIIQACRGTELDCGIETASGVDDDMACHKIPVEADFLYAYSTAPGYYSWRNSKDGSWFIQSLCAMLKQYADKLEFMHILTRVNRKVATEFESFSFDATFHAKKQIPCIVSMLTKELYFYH
#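 Compound: 8.5 µM single point, 0.8% DMSO / Material: Autoprocessing-dead procaspase-3 D3A mutant enzyme / Timing: 1 h preincubation plus 2 h reaction at 25 °C / Medium: Zinc-free HEPES/NaCl buffer with 0.01% Triton X-100 at pH 7.4 / Technique: 405 nm absorbance of p-nitroaniline, reads at 0 and 120 min / Repeats: one well per compound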
# RPL19A-GFP yeast: RPL19A-GFP expression modulators in yeast, primary screen, cell-based, S. cerevisiae, multiplex flow cytometry, MLPCN; S. cerevisiae RPL19A-GFP strain, 3 h; stronger effect = lower value; 0.3% of 330,000 active; percent response vs DMSO, % at 10 µM;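 active means percent response vs DMSO below 50%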;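 further: median channel GFP fluorescence of the barcoded RPL19A-GFP strain; ratio of sample median GFP to plate DMSO average so 100% = DMSO; lower means less RPL19A-GFP as with rapamycin TOR inhibition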
# proCasp7 act: procaspase-7 activators, primary screen, counter-screen for procaspase-3 activator project, biochemical, absorbance, HTS, human | 0.093% of 330,000 active | recombinant procaspase-7, Ac-DEVD-pNA absorbance 405 nm; D23A/D198A/D206A triple mutant, cannot self-cleave; scale: DMSO 0, 5 µM enzyme 100 | Caspase-7 (Homo sapiens), P55210 | activation, % at 8.5 µM;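 active means percent activation above the screen-wide mean plus 3 SD, cut at about 25% in these data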
# Target sequence (P55210 whole entry D23A/D198A/D206A): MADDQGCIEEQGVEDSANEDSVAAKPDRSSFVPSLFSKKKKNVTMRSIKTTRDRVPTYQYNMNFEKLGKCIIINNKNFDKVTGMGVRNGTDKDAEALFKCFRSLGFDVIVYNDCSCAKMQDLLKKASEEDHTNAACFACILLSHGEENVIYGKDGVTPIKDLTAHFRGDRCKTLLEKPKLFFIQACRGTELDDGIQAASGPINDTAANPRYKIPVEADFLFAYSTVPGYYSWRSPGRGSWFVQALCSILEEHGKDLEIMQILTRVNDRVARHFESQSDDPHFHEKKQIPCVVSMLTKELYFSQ
#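 Assay system – Uncleavable procaspase-7 mutant enzyme · Quantity – 2 µM procaspase-7 mutant as dispensed · Times – 1 h preincubation, 2 h reaction · Dosing – single nominal 8.5 µM compound dose, 0.8% DMSO final · Buffer or medium – Zinc-free 50 mM HEPES buffer, pH 7.4, with NaCl and Triton X-100 · Detection – Epi-absorbance of released pNA at 405 nm, two timepoints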
# AGP1 TOR yeast: modulators of AGP1-GFP expression in yeast TOR pathway, primary screen, cell-based, multiplex flow cytometry, S. cerevisiae, MLPCN library; AID 2066, 2009; 0.02% of 320,000 active; GFP response vs DMSO, % at 10 µM; 3 h; GFP as percent of DMSO wells;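 active means GFP response relative to DMSO above a set limit, near screen average plus 3 SD, cut at about 150% in these data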;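 further: median GFP channel fluorescence of the gated AGP1 strain per well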
# MEP2-GFP yeast: modulators of MEP2-GFP levels in yeast, primary screen, S. cerevisiae, multiplex flow cytometry, MLPCN library. 0.51% of 330,000 active. GFP response vs DMSO, % at 10 µM. S. cerevisiae MEP2-GFP strain, 3 h; 100% = DMSO control level;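 active means GFP response versus DMSO above a set limit, roughly screen mean plus 3 SD, cut at about 180% in these data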;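 further: median GFP fluorescence of the barcode-gated MEP2-GFP cells per well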
# AHR act: AHR activators, primary screen, cell-based, luminescence, luciferase reporter, human; Aryl hydrocarbon receptor (Homo sapiens), P35869; AHR-responsive luciferase reporter cells; activation, % at 5 µM; 2.5% of 320,000 active; in the data active means activation above about 47%;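 further: 0% = vehicle wells and 100% = reference agonist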
# LAP4 TOR yeast: modulators of LAP4-GFP expression in yeast, primary screen, S. cerevisiae, multiplex flow cytometry, MLPCN library. 3 h; median GFP as percent of DMSO wells. GFP response vs DMSO, % at 10 µM. 0.34% of 320,000 active;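 active means GFP response vs DMSO above a set limit, about the screen mean plus 3 SD, cut at about 150% in these data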
# Starred values were filed as active, the others as inactive; . = not tested or not shown; [ ] = another dose, or the depositor's remark.
SMILES,CIT2 TOR yeast,proCasp3 act,RPL19A-GFP yeast,proCasp7 act,AGP1 TOR yeast,MEP2-GFP yeast,AHR act,LAP4 TOR yeast
Cc1ccccc1CN(c1ccc(C(=O)Nc2ccccc2C(=O)N2CCCC2)cc1)S(C)(=O)=O,104,-1,98,12,106,97,2,94
CCOC(=O)C1(Cc2cccc(OC)c2)CCCN(Cc2cc(OC)c(O)c(OC)c2)C1 (stereo not drawn),99,1,102,5,98,102,1,86
CCOC(=O)NN1C(=O)c2ccccc2NC1c1cccc(O)c1 (stereo not drawn),117,-1,111,-2,117,112,2,105
COc1ccccc1CN1C(=O)CNC1=S,103,1,100,-5,106,133,2,110
COc1cc(C(=O)NCc2nnc(SCC(=O)Nc3cccc(C(F)(F)F)c3)o2)cc(OC)c1OC,98,5,105,-4,103,110,0,99
Fc1ccc(CSc2ccc3nnc(-c4cccnc4)n3n2)cc1,92,5,94,10,89,90,6,91
CCOC(=O)c1cc2c(ccn2C)n1CC(=O)Nc1ccc(F)cc1,93,7,96,10,97,89,2,100
Cc1ccc(S(=O)(=O)N2CCN(C(=O)N(C)C)CC2)cc1,88,-4,86,1,90,88,0,110
O=C(c1cc(COc2ccc(F)cc2F)on1)N1CCCC(c2ccccc2)C1 (stereo not drawn),90,13,95,-3,94,100,0,97
Nc1cc([N+](=O)[O-])ccc1N1C(=O)CCCC1=O,93,-2,97,-8,92,104,2,88
CN(CC(=O)Nc1ccc(F)cc1)C(=O)c1cc([N+](=O)[O-])ccc1N1CCOCC1,93,-8,94,5,94,85,2,92
O=C(Nc1nccs1)C1CCCN(S(=O)(=O)c2cccnc2)C1 (stereo not drawn),102,2,101,10,104,102,1,100
CC(=O)N1c2ccc(S(=O)(=O)NCCC(=O)Nc3cccc(Cl)c3)cc2CC1C (stereo not drawn),98,0,98,7,97,91,4,86
O=C(COC(=O)c1ccc2c(c1[N+](=O)[O-])C(=O)c1ccccc1C2=O)NC1CC1,89,-17,93,-10,91,100,8,132
COc1ccc(S(=O)(=O)CCC(=O)Nc2cc(C)ccc2OC)cc1,99,11,99,-3,95,106,7,104
CC1CCCCN1C(=O)COC(=O)c1cc(-c2cccs2)nn1-c1ccccc1 (stereo not drawn),86,-3,91,5,90,91,0,93
Cn1cccc1C(=O)OCc1nc2ccccc2c(=O)[nH]1,101,-3,91,1,90,88,10,89
COc1ccccc1NC(=O)COC(=O)c1ccccc1C(=O)N1CCN(c2ccccc2)CC1,96,-4,101,3,104,104,13,108
N#CCCN(CCC#N)S(=O)(=O)c1ccc(C(=O)Nc2nc(-c3ccccc3)c(C(=O)c3ccccc3)s2)cc1,100,-2,102,-1,98,110,4,94
CCOC(=O)c1c(NC(=O)COC(=O)c2nccnc2N)sc2c1CCC2,98,-2,102,-3,99,107,-1,100
COCCN(Cc1cc2cccc(C)c2[nH]c1=O)C(=O)c1ccccc1,101,3,101,-3,104,104,4,100
CCN1CCN(c2nc(C)c3c(n2)CC(C)CC3=O)CC1 (stereo not drawn),104,7,98,4,106,105,3,106
C1CCCN(CCCCN2CCCCCC2)CC1,104,3,.,5,96,99,-5,93
CCN(CC(=O)NCc1ccc(Cl)cc1)C(=O)COc1ccc(Cl)cc1Br,101,4,104,2,107,106,1,105
COc1cc(C(=O)NCc2nnc(SCC(=O)Nc3nccs3)o2)cc(OC)c1OC,98,-1,50,-1,76,169,4,87

# One compound at a time (already shown). Order of screens: CIT2 TOR yeast | proCasp3 act | RPL19A-GFP yeast | proCasp7 act | AGP1 TOR yeast | MEP2-GFP yeast | AHR act | LAP4 TOR yeast
# Shown for `CCOC(=O)c1cc2c(ccn2C)n1CC(=O)Nc1ccc(F)cc1` → 93 | 7 | 96 | 10 | 97 | 89 | 2 | 100
# Shown for `CCOC(=O)c1c(NC(=O)COC(=O)c2nccnc2N)sc2c1CCC2` → 98 | -2 | 102 | -3 | 99 | 107 | -1 | 100
# Shown for `COc1ccccc1CN1C(=O)CNC1=S` → 103 | 1 | 100 | -5 | 106 | 133 | 2 | 110
# Shown for `COc1ccccc1NC(=O)COC(=O)c1ccccc1C(=O)N1CCN(c2ccccc2)CC1` → 96 | -4 | 101 | 3 | 104 | 104 | 13 | 108
# Shown for `COc1cc(C(=O)NCc2nnc(SCC(=O)Nc3nccs3)o2)cc(OC)c1OC` → 98 | -1 | 50 | -1 | 76 | 169 | 4 | 87

# The list goes on:
SMILES,CIT2 TOR yeast,proCasp3 act,RPL19A-GFP yeast,proCasp7 act,AGP1 TOR yeast,MEP2-GFP yeast,AHR act,LAP4 TOR yeast
Cc1ccc(C(=O)NN2C(=O)CSC2=S)cc1,113,-5,106,-11,100,108,1,94
COc1ccc(/C=C2\C(=O)NC(=S)N2C(=O)c2ccc(F)cc2)cc1,102,-21,102,-10,102,103,2,98
CC(OC(=O)CN1C(=O)NC2(CCCC2)C1=O)C(=O)Nc1cccc(Cl)c1Cl (stereo not drawn),95,-1,92,8,103,90,-1,97
CCCC1C(C(=O)OCC)=C(C)NC(C)=C1C(=O)OCC,113,2,103,2,101,111,57*,106
O=C(Cn1nnc2c(cnn2-c2ccc(F)cc2)c1=O)c1ccccc1F,94,-5,98,11,96,98,3,94
O=C(O)c1csc(-n2nc(-c3ccccc3)cc2C(F)(F)F)n1,103,-5,112,3,92,105,-1,110
CCN(CC)S(=O)(=O)c1cccc(NC(=O)COC(=O)/C=C/c2ccco2)c1,106,-2,104,4,102,103,-1,99
CCc1cccc(NS(=O)(=O)c2ccc3c(c2)N(C)CCO3)c1,104,0,101,2,103,107,2,99
O=C(CSc1nnc(SCc2cccc3ccccc23)s1)N=Nc1c(O)[nH]c2ccccc12,84,-4,100,11,105,100,10,98
O=C(COc1coc(CN2CCc3ccccc32)cc1=O)Nc1ccccc1,91,5,91,7,91,97,6,93
COCCNC(=O)CCC1CCN(Cc2ccc(-c3ccccc3)cc2)CC1,104,5,105,2,105,114,1,99
CCCCSc1nnc(CCC)n1N,98,14,99,1,100,103,-4,102
O=C(Cc1ccc(Cl)cc1)SCc1ccccc1,106,11,95,3,99,98,-3,110
CCc1ccc(-c2n[nH]c(=O)c3ccccc23)cc1,98,4,107,7,100,111,4,101
COc1cc(/C=C2\C(=O)ON=C2c2ccccc2)cc(Cl)c1O,108,-4,112,-4,109,111,3,117
CCc1ccccc1NC1=NCC(=O)N1Cc1ccc(OC)cc1,83,-17,96,11,94,94,5,87
Cc1cc(C)n(C(=O)CN2C(=O)CCC2=O)n1,104,0,102,1,102,109,1,96
CCOc1ccccc1NC(=S)NC(=O)C1CCCCC1,109,-6,105,-4,98,106,22,103
Cc1c(C(=O)O)oc2c1/C(=N\O)CCC2,92,8,97,0,89,95,0,81
COc1ccc2c(c1)CC/C(=C\C=C\c1ccccc1OC)C2=O,98,-5,101,-2,106,105,2,101
COc1ccccc1C(=O)NCCC(=O)Nc1cccc(C)n1,93,6,100,7,95,93,15,89
CCOC(=O)C1CCN(C(=O)c2cc3cc(F)ccc3[nH]2)CC1,91,.,96,.,95,105,.,101
O=C(Nc1cc(C(F)(F)F)ccc1-n1cncn1)c1ccc(F)cc1Cl,94,-2,101,-4,105,113,20,108
O=C1NCC(c2ccccc2)C1C(=O)N/N=C\c1ccc(-c2cccc(Cl)c2Cl)o1 (stereo not drawn),115,-8,100,4,99,119,3,106
CC1=NN(C(=O)Cc2ccccc2)C(O)(c2cccnc2)C1 (stereo not drawn),103,-9,110,-12,109,104,13,103
# The list goes on:
SMILES,CIT2 TOR yeast,proCasp3 act,RPL19A-GFP yeast,proCasp7 act,AGP1 TOR yeast,MEP2-GFP yeast,AHR act,LAP4 TOR yeast
COc1ccc(N/N=C(\C#N)C(=N)N2CCOCC2)cc1,82,-9,85,-5,90,90,19,98
COc1cc(NC(=O)c2cccs2)c(C(=O)OCC(=O)NCc2ccccc2)cc1OC,107,4,102,-4,103,102,0,100
O=C(NCc1ccccc1Br)c1cccc2c1C(=O)c1ccc(N3CCC(Cc4ccccc4)CC3)cc1S2(=O)=O,110,-8,104,-12,107,108,0,99
Cc1onc(-c2ccccc2)c1C(=O)Nc1ccc2c(c1)OCO2,103,8,99,4,103,107,22,102
COc1ccc(/C=C/C(=O)Nc2c(C)nn(C)c2C)cc1COc1ccc(Br)cc1,86,-3,99,4,103,97,-16,91
O=C(NCCS(=O)(=O)c1ccc(Br)cc1)c1ccc(Cl)cc1Cl,140[may fluoresce green],3,94[may fluoresce green],5,111[may fluoresce green],108[may fluoresce green],0,104[may fluoresce green]
C#CCOCCOCCOCCNc1nc(N2CCN(C(=O)Cn3cc(CCCN=C(N)N)nn3)CC2)nc(N2CCN(C(=O)[C@H](CCCCN)n3cc(CCCC)nn3)CC2)n1,106,2,100,-2,104,105,-1,94
O=C(CS(=O)CC(=O)Nc1cccnc1)Nc1ccc(F)cc1 (stereo not drawn),98,11,102,0,97,103,2,95
COC(=O)C1CN(C(=O)c2cccc(OC(F)F)c2)c2ccccc2O1 (stereo not drawn),98,7,99,-1,99,106,49*,99
O=C(O)c1ccc2c(c1)N(Cc1ccccc1F)C(=O)c1ccccc1S2=O (stereo not drawn),99,-3,99,8,101,100,-1,97
CC1CC(CCN)(c2ccccc2)C(C)CN1C (stereo not drawn),107,1,104,10,119,98,3,119
CCOc1ccc(-c2cc(C(=O)NN=C3CCN(C)CC3)[nH]n2)cc1,103,4,103,3,100,108,20,95
COc1cccc2sc(N(CCCN(C)C)C(=O)COc3ccc(Cl)cc3)nc12,107,9,100,5,112,98,1,107
N#CCCSCc1ccc(OCC(=O)O)cc1,111,-13,105,-1,108,109,1,102
CC(=O)NC(Cc1ccc(F)cc1)C(=O)NC1CCN(S(=O)(=O)c2ccccc2)CC1 (stereo not drawn),109,2,99,1,97,96,1,92
Cc1cc(-c2ccc(C(=O)O)s2)cnc1N,102,2,109,5,105,103,4,93
NC(=O)c1cc([N+](=O)[O-])ccc1NCc1ccc(O)cc1,103,0,103,-9,107,96,11,94
O=C(O)COc1ccccc1/C=N/NC(=O)CSc1nnc(SCc2ccccc2)s1,97,-9,98,2,99,96,0,98
Nc1ncncc1-c1ccc([N+](=O)[O-])cc1,97,6,95,4,96,103,0,96
COCCNC(=O)c1c[nH]c2ccc(S(=O)(=O)N(C)c3ccc(C)c(C)c3)cc2c1=O,106,8,104,-2,104,98,6,95
COc1ccccc1C(=O)Nc1sc2c(c1C(=O)NCc1ccco1)CCCC2,80,-5,102,5,96,99,12,102
CCOC(=O)c1nnc(-c2ccc(C)cc2)nc1Sc1ccc(Cl)cc1,84,6,94,-3,93,96,6,99
O=C(NC1CCSc2ccccc21)c1ccccc1Cl (stereo not drawn),84,-1,99,-7,93,99,20,95
CCC(C)NC(=O)C1CCN(S(=O)(=O)N2CCC3(CC2)OCCO3)CC1 (stereo not drawn),102,-1,96,5,104,99,-2,107
CC(=O)O[C@H]1[C@H](C)OC=C[C@@H]1OC(C)=O,91,-2,94,-5,85,90,-8,103
O=C(O)c1cccc(NC(=O)c2cc(S(=O)(=O)N3CCOCC3)cs2)c1,.,-3,93,-5,93,94,-1,93
